Myeloid diff 2: induction of myeloid progenitor differentiation, primary screen, cell-based, flow cytometry, MLPCN library. ER-HoxA9 myeloid progenitors, lysozyme-GFP differentiation. calls only at 10 µM. hit rate 1% among 360,000. AID 624256, 2012;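 active = normalized GFP-positive differentiation at or above the plate's own cutoff, the solvent-only control mean plus 3 SD; inconclusive = no clear call, values can overlap the other calls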;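 also: cells exposed to compound for four days before flow analysis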
KOR beta-arrestin-1: KOR agonists, beta-arrestin recruitment, primary screen, cell-based, luminescence, uHTS (AID 1777); Kappa-type opioid receptor (Homo sapiens); KOR beta-arrestin recruitment, luminescence; higher % means a stronger effect; activation, % at 10 µM, or EC50 in µM where a hit was titrated; hit rate 0.02% among 280,000; in the data active = activation above about 50%, passing the limit was not always enough; also: a part of the inactive calls stands beside numbers as strong as those of hits
GPR55 LPI antagonism: GPR55 antagonists blocking LPI-driven arrestin recruitment, primary screen, imaging, U2OS, beta-arrestin-GFP, LPI agonist (AID 2013). G-protein coupled receptor 55 (Homo sapiens). U2OS GPR55 beta-arrestin-GFP translocation imaging, LPI antagonism; higher % means a stronger effect. inhibition, % at 10 µM; hits with a dose series show IC50 in µM. hit rate 0.13% among 290,000;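 active = spots per cell inhibited over 60%, with over 100 cells counted and total cytoplasm intensity under 500,000; inconclusive = wells with under 100 cells, flagged as likely toxic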;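 also: U2OS cells stably carrying GPR55 and arrestin-GFP stimulated by 5 µM LPI near EC80; imaged beta-arrestin-GFP aggregate spots per cell after agonist stimulation; plate controls were LPI-stimulated DMSO wells for no effect and DMSO wells without LPI for full effect; some results filed as inactive read as strong as hits; confirmed hits need IC50 under 10 µM and bright autofluorescent wells are also inconclusive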
KOR beta-arrestin-2: KOR antagonists, beta-arrestin recruitment, cell-based, luminescence, uHTS (AID 1778); one-dose inhibition, % at 10 µM; IC50 in µM for titrated hits; Kappa-type opioid receptor (Homo sapiens); hit rate 0.091% among 290,000; KOR beta-arrestin recruitment, luminescence, antagonist mode; higher % means a stronger effect; also: strong numbers were not always called active
T cell HTS: modulators of CD8 T cell-vesicle binding, primary screen, mouse 2C CD8+ T cells, flow cytometry; 2C CD8+ T cell-vesicle binding; hits give low values; calls only at 7 µM; hit rate 0.068% among 330,000; AID 2052, 2009;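 active = response, share of CD8 T cells binding vesicles, and their 90th percentile fluorescence all below set limits, cut at about 80% in these data, passing the limit was not always enough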
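Test system: purified 2C TCR transgenic mouse naive CD8+ T cells. Probe or stimulus: QL9-peptide-loaded Drosophila micro-vesicles bearing Ld, ICAM-1 and B7-1. Incubation: binding step 1.5 h, 37 °C, antibody labelling 20 min, ice. Measured by: flow cytometry of vesicle-bound cells.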
NOD1 NF-kB reporter: NOD1 signaling inhibitors, primary screen, cell-based, luminescence, uHTS (AID 1578); NOD1-driven NF-kB luciferase reporter cells, luminescence; higher % means a stronger effect; one-dose inhibition, % at 4 µM; EC50 in µM for titrated hits; hit rate 1% among 290,000; in the data active = inhibition mostly above about 36%, no sharp cut-off; inactive = mostly below about 34%;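 also: HEK-293T reporter cells stimulated with the NOD1 agonist gamma-tri-DAP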
NTR1 ag: agonists of NTR1, primary screen, imaging, U2OS cells, beta-arrestin-GFP, high content (AID 493036) | activation, % at 20 µM | hit rate 0.17% among 330,000 | NTR1-U2OS beta-arrestin-GFP spot imaging, agonist mode | Neurotensin receptor type 1 (Homo sapiens), P30989;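 active = activation at or above 40% of the spot to cytoplasm intensity ratio, with at least 20 cells analyzed; inconclusive = wells under 20 cells, flagged as cytotoxic or low count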;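 also: 0% = DMSO without peptide and 100% = 100 nM NTR1 peptide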
Target sequence (P30989 whole entry, looked up): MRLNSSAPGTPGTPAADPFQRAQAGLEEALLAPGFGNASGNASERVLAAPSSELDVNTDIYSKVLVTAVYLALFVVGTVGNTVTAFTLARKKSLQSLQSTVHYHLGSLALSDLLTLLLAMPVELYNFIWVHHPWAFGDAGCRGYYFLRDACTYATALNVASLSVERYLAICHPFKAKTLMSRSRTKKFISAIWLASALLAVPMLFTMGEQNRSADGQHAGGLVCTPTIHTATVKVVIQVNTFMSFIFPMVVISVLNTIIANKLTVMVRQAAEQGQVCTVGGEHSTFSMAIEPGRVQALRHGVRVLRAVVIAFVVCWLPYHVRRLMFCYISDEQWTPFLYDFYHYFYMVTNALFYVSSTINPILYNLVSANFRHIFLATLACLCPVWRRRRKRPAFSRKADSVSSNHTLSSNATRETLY
NOD2 inhibition: NOD2 signaling inhibitors, cell-based, luminescence, uHTS, HEK293 (AID 1566); hit rate 0.63% among 290,000; HEK293 NOD2/NF-kB luciferase reporter, luminescence; higher % means a stronger effect; inhibition, % at 4 µM; hits with a dose series show EC50 in µM; also: many of its hits are not listed in these tables
GPR55 beta-arrestin: GPR55 agonists via beta-arrestin recruitment, primary screen, imaging, U2OS cells, beta-arrestin-GFP redistribution (AID 1961); G-protein coupled receptor 55 (Homo sapiens); activation, % at 10 µM; hits with a dose series show EC50 in µM; U2OS GPR55 beta-arrestin-GFP redistribution imaging; higher % means a stronger effect; hit rate 0.048% among 290,000;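 active = activation above 40% with more than 50 cells counted in the well; inconclusive = wells holding fewer than 50 cells, flagged as toxic or sparse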;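 also: U2OS osteosarcoma cells stably expressing GPR55 and beta-arrestin-GFP; plate controls were DMSO negative control for no effect and LPI positive control for full effect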
T cell HTS vesicle-bound %: recorded beside T cell HTS, whose call it bears; double positive events, %; measured here: CD8+ vesicle-bound cell fraction;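 binding gate set so that unloaded-vesicle control wells show 10% double positive cells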
NTR1 ag cell count 20 µM: second read-out of NTR1 ag, no call of its own (marks repeat the call); cell count; measured here: cell count, cytotoxicity flag
Myeloid diff 2 GFP+ MAC1+ %: second read-out of Myeloid diff 2, no call of its own (marks repeat the call); GFP+ MAC1+ double positive, %; measured here: differentiation confirmed by MAC1 staining
* = called active by the depositor; i = inactive; ? = inconclusive; · = not tested or not shown; + = active, no number; [ ] = another dose, or the depositor's remark. Rule as the data show it, unless noted: active = inhibition above about 50%; inactive = the rest. The list is partial. The share of hits here may be higher or lower than overall.

Preview:
SMILES	Myeloid diff 2	Myeloid diff 2 GFP+ MAC1+ %	KOR beta-arrestin-1	GPR55 LPI antagonism	KOR beta-arrestin-2	T cell HTS	T cell HTS vesicle-bound %	NOD1 NF-kB reporter	NTR1 ag	NTR1 ag cell count 20 µM	NOD2 inhibition	GPR55 beta-arrestin
COc1ccc(-c2ccc(CNCCCN3CCOCC3)o2)cc1Cl	i	1.1	·	8%	0%[20 µM]	i	49	-14%	1.6	58	23%	-0.1%
CC(C)NC(=O)CNc1ccc(C(F)(F)F)cc1[N+](=O)[O-]	i	0.3	-1.3%	6%	8%	i	20	-22%	0.2	53	14%	0.5%
COc1ccc(C(NC(=O)c2ccc(=O)[nH]c2)C(=O)Nc2ccc(C(C)C)cc2)cc1 (stereo unspecified)	·	·	9.0%	-3%	-5%	i	48	-13%	2.4	43	5%	-1.2%
O=C1NC(=O)c2cc(NC(=O)C3CCCO3)ccc21 (stereo unspecified)	i	4.5	-3.1%	15%	-4%	i	30	-5%	-0.9	73	16%	-0.1%
CCC(=O)Nc1cccc(NC(=S)NC(=O)c2cccc(C)c2)c1	i	1.1	-1.3%	1%	-34%	i	31	-44%	3.1	43	-52%	-0.1%
CCCC1(C(=O)OC)NC(c2cc(OC)c(OC)c(OC)c2)C2C(=O)N(CC)C(=O)C21 (stereo unspecified)	i	0.1	1.0%	-1%	-37%	i	23	-28%	-1.0	84	7%	0.8%
C=CCn1c(Sc2ccccc2)nc2c1c(=O)[nH]c(=O)n2C	i	1.2	0.8%	12%	9%	i	40	-19%	2.3	36	4%	1.3%

Results, from the first entry:
SMILES	Myeloid diff 2	Myeloid diff 2 GFP+ MAC1+ %	KOR beta-arrestin-1	GPR55 LPI antagonism	KOR beta-arrestin-2	T cell HTS	T cell HTS vesicle-bound %	NOD1 NF-kB reporter	NTR1 ag	NTR1 ag cell count 20 µM	NOD2 inhibition	GPR55 beta-arrestin
COc1ccc(-c2ccc(CNCCCN3CCOCC3)o2)cc1Cl	i	1.1	·	8%	0%[20 µM]	i	49	-14%	1.6	58	23%	-0.1%
CC(C)NC(=O)CNc1ccc(C(F)(F)F)cc1[N+](=O)[O-]	i	0.3	-1.3%	6%	8%	i	20	-22%	0.2	53	14%	0.5%
COc1ccc(C(NC(=O)c2ccc(=O)[nH]c2)C(=O)Nc2ccc(C(C)C)cc2)cc1 (stereo unspecified)	·	·	9.0%	-3%	-5%	i	48	-13%	2.4	43	5%	-1.2%
O=C1NC(=O)c2cc(NC(=O)C3CCCO3)ccc21 (stereo unspecified)	i	4.5	-3.1%	15%	-4%	i	30	-5%	-0.9	73	16%	-0.1%
CCC(=O)Nc1cccc(NC(=S)NC(=O)c2cccc(C)c2)c1	i	1.1	-1.3%	1%	-34%	i	31	-44%	3.1	43	-52%	-0.1%
CCCC1(C(=O)OC)NC(c2cc(OC)c(OC)c(OC)c2)C2C(=O)N(CC)C(=O)C21 (stereo unspecified)	i	0.1	1.0%	-1%	-37%	i	23	-28%	-1.0	84	7%	0.8%
C=CCn1c(Sc2ccccc2)nc2c1c(=O)[nH]c(=O)n2C	i	1.2	0.8%	12%	9%	i	40	-19%	2.3	36	4%	1.3%
CC(=O)N1CCc2ccccc2C1CC(=O)O (stereo unspecified)	i	0.3	-3.0%	-1%	-8%	i	27	-30%	3.1	43	10%	0.1%
Cn1c(NC(=O)C[n+]2cc(-c3ccc(Cl)c(Cl)c3)n3c2CCC3)cc(=O)n(C)c1=O	i	0.1	4.4%	7%	14%	i	25	-10%	-1.1	64	-3%	0.0%
COCc1ccc(C(=O)N2CCCCC2C(=O)Nc2ccc(-n3nc(C)cc3C)cc2)o1 (stereo unspecified)	i	1.1	3.7%	6%	-17%	i	10	-13%	-0.5	60	23%	0.4%
Cc1cccc(N(CC(=O)NC(C)C)C(=O)CCC(=O)Nc2nccs2)c1	i	0.6	-2.6%	5%	2%	i	46	-8%	-1.3	52	-1%	-0.2%
O=C(CN(CC1CCCO1)C(=O)CNS(=O)(=O)c1ccc(F)cc1)NC1CCCCC1 (stereo unspecified)	i	0.6	-2.0%	7%	-1%	i	31	-44%	0.0	64	0%	0.6%
N#CC(C(=O)NC1CCCCC1)=C1CCCCCC1	i	0.4	0.0%	0%	-34%	i	3	-10%	-0.1	84	3%	0.4%
CC(NC(=O)Cn1cnc2c1c(=O)n(C)c(=O)n2C)c1ccccc1 (stereo unspecified)	i	1.3	·	10%	·	i	17	-10%	1.1	46	7%	-0.1%
O=C(NC1CC1)c1nc(Cn2cc([N+](=O)[O-])cn2)no1	i	1.5	-1.1%	10%	5%	i	11	-5%	0.3	67	13%	-0.1%
Cc1ccc(NC(=O)[C@H](Cc2c[nH]c3ccccc23)NC(=O)[C@@H]2Cc3ccccc3CN2)c(C)c1	+	2.8*	0.3%	-4%	13%[20 µM]	i	31	26%	4.0	78	18%	-0.2%
COc1ccc(CCNC(=O)Cc2ccc(OC)c(OC)c2)cc1OC	i	2.9	0.9%	8%	-5%	i	19	-11%	2.7	83	12%	-0.2%
CCCCCOc1ccc(C(=O)N(Cc2ccco2)C2CCS(=O)(=O)C2)cc1 (stereo unspecified)	i	6.2	-10%	11%	8%	i	30	12%	0.3	70	-4%	0.2%
CC(=O)Nc1cccc(Oc2cc(C#N)c(C#N)cc2N2CCCCCC2)c1	i	0.7	-1.2%	12%	10%	i	28	-28%	5.2	57	-5%	0.0%
C=CCn1c(CCNC(=O)c2cccs2)n[nH]c1=S	i	1.3	-1.7%	9%	-14%	i	5	5%	1.8	65	5%	0.3%
CCC(=NCCc1ccc(OC)c(OC)c1)c1ccccc1O	i	1.3	-1.3%	8%	31%	i	28	-15%	-0.6	88	-11%	-0.1%
COCc1nnc(NC(=O)CCSc2ccccc2)s1	i	0.9	3.0%	-2%	-32%	i	17	-31%	-0.3	71	6%	·
NC(=S)N/N=C1\CCOc2ccc(F)cc21	i	0.6	2.2%	4%	-26%	i	24	6%	-0.5	45	-3%	0.4%
Cc1onc(-c2c(F)cccc2Cl)c1C(=O)NCCc1ccncc1	i	0.5	-1.7%	-1%	10%	i	5	-19%	-0.3	53	7%	0.0%
Cc1c(NC(=O)c2ccccc2N(C)S(=O)(=O)c2ccccc2)c(=O)n(-c2ccccc2)n1C	i	0.7	·	-1%	-14%	i	39	0%	1.2	90	-2%	-0.2%
Cc1nnc(NC(=O)Cc2ccc(OCc3c(C)noc3C)cc2)s1	i	0.6	2.0%	0%	14%	i	39	-26%	-0.4	71	-6%	-0.2%
Cc1cc(OCC(=O)Nc2cc(C(C)(C)C)on2)ccc1[N+](=O)[O-]	i	0.9	-1.5%	4%	0%	i	64	-4%	2.6	64	13%	-0.1%
CC1CCc2nn(CC(=O)N3CCc4ccccc43)cc2C1 (stereo unspecified)	i	1.1	-1.9%	10%	1%	i	64	11%	-1.0	52	13%	-0.2%
CCN1C(=O)CC(C(=O)Nc2ccc(F)cc2)SC1=Nc1cccc(OC)c1 (stereo unspecified)	i	1.4	2.9%	19%	-20%	i	12	-1%	0.5	50	6%	0.4%
O=C(CN1C(=O)c2ccccc2S1(=O)=O)N1CCN(c2ccccc2)CC1	i	8.8	-1.3%	-4%	-34%	i	9	7%	0.7	81	-23%	0.2%
O=C(NC1CCCCC1)c1noc2c1CCCCC2	i	0.8	-5.3%	5%	3%	i	2	-16%	-0.4	94	-52%	-0.1%
N#CC[C@H](c1ccccc1)N1CCN(Cc2ccccc2)CCC1=O	i	2.1	1.1%	-4%	-10%[20 µM]	i	62	-28%	2.6	99	8%	-0.2%
O=C(NCC(=O)N(CCN1CCOCC1)C(C(=O)NC1CCCC1)c1cccnc1)c1cccs1 (stereo unspecified)	i	0.4	0.5%	6%	33%	i	39	-12%	-1.3	41	6%	0.4%
CC(C)Oc1ccc(C(=O)NCc2cccs2)cc1	i	0.8	-1.0%	0%	21%	i	14	-27%	5.9	92	-7%	-0.1%
CC1=NN(c2ccc(C)cc2)C(=O)/C1=C\c1ccc(Br)s1	i	0.1	24%	-7%	1%	i	42	58%	8.9	41	-16%	-0.2%
COc1ccc(-n2c(C)cc(C(=O)COC(=O)Cc3n[nH]c(=O)c4ccccc34)c2C)cc1	?	·	0.3%	9%	-20%	i	5	33%	1.5	59	27%	0.9%
CCOc1ccc(N(CC(=O)NCc2ccccc2Cl)S(=O)(=O)c2c(C)noc2C)cc1	?	·	-4.3%	-21%	-3%	i	10	9%	2.1	64	4%	-0.1%
Cc1nc(NCC2CCCO2)c2oc3ccccc3c2n1 (stereo unspecified)	i	5.4	0.4%	10%	10%	i	46	-1%	0.9	56	6%	-0.2%
COc1ccc(C2=Nn3c(nnc3-c3ccncc3)SC2)cc1OC	i	8.6	-1.8%	2%	16%	i	7	25%	0.2	68	7%	-0.1%
CC1=C(C(N)=O)C(c2cccs2)NC(=S)N1 (stereo unspecified)	i	0.2	·	4%	-35%[20 µM]	i	49	-5%	0.9	50	3%	0.3%
O=C(CN(Cc1ccccc1)C(=O)CNS(=O)(=O)c1ccc(Cl)cc1)NCC1CCCO1 (stereo unspecified)	i	0.2	-1.2%	-4%	29%	i	50	-29%	0.5	52	20%	-0.1%
